# Assay outcomes deposited in PubChem BioAssay by National Center for Advancing Translational Sciences (NCATS).
# TRPV1 ag = agonists of human vanilloid receptor 1 (TRPV1); TRPV1-expressing cells, Fluo-8 calcium influx, agonist mode; activation, % at 8.33 µM; hit rate 0.19% among 320,000; AID 540275; in the data active = activation above about 80%; inconclusive = between about 30% and that limit; also: 0% is about no effect
# Target sequence (Q8NER1 whole entry, looked up): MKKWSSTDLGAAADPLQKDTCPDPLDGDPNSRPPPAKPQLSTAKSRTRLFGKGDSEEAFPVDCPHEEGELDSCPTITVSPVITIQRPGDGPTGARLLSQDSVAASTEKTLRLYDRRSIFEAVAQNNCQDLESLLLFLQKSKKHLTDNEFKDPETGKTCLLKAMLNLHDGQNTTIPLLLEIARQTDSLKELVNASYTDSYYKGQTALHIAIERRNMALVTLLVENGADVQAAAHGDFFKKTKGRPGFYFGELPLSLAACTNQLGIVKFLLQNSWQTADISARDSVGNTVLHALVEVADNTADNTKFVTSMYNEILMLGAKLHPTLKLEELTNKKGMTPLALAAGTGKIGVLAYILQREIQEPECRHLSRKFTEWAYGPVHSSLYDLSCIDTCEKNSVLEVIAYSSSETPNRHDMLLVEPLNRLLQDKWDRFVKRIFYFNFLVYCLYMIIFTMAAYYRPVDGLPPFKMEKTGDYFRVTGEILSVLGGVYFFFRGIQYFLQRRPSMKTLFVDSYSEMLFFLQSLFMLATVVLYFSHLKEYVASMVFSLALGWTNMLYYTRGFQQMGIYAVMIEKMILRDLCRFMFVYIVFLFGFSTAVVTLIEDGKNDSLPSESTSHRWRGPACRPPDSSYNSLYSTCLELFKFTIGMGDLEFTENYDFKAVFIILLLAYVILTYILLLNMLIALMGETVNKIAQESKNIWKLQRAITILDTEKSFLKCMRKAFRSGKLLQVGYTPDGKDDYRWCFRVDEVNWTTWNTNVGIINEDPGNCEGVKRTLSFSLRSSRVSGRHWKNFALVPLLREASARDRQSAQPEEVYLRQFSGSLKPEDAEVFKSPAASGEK
#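 TRPV1-expressing cells were cultured overnight at 35.5C and loaded with Fluo-8 calcium dye for 40 to 90 min at room temperature. After a 10 s baseline, compound was added and calcium influx was read kinetically for 3 min (ex 480/em 520 nm).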
# ELG1 repair inh = ELG1-dependent DNA repair inhibition; Potency, µM (doses to about 46.1 µM), for the others: at the top dose activity change, negative = inhibition, actives largely listed as inhibitors; hit rate 2.3% among 330,000; HEK293T ELG1-luciferase reporter, luminescence, 16 h; DNA damage induced by 5-fluorouridine; AID 504467; also: potency is read from the fitted curve at half-maximal effect; % is scaled to controls: 0 for no effect and ±100 for the full control effect; nearly all actives have a fitted effect of over 55% in size
#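 Reporter activity after DNA damage by 5-fluorouridine is monitored. Compound-treated cells incubate 16 hr at 37 °C, then ONE-Glo is added for 30 min before luminescence reading.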
# p53 reactivation = restores transcriptional activity of mutant p53; H1299 p53-A138V BP100-luciferase reporter, luminescence, 24 h; Potency, µM (top dose mostly 92.2 µM), inactives show at the top dose activity change, positive = activation, most hits filed as activators; hit rate 0.063% among 320,000; AID 504706; also: potency is read from the fitted curve at half-maximal effect; % of control where 0% means no effect; nearly all actives have a fitted effect of over 45% in size
#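 H1299 (p53-null), stable ts p53-A138V + BP100-Luc; 1000 cells/well, Opti-MEM/10% FBS; cpd 4 pt, 1:5; 24 h, 37 deg C, 5% CO2; detection reagent 10 min RT; luminescence.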
# B2AR arrestin = beta2AR (human) beta-arrestin recruitment activity; P07550; beta-arrestin recruitment to beta2AR, cell-based reporter; Potency, µM (series often up to 46.1 µM), for inactives: top-dose activation, most hits filed as activators; hit rate 0.02% among 330,000; AID 492947;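 also: potency is read from the fitted curve at half-maximal effect; 0% = DMSO controls and full agonism = EC100 isoproterenol or metaproterenol; nearly all actives have a fitted effect of over 65% in size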
# a7 integrin act = integrin-mediated muscular dystrophy alleviation activation; alpha7betagal myoblasts, beta-gal FDG fluorescence, 48 h; Potency, µM (top dose mostly 38.3 µM), without a hit: top-dose activation, usual class: activators; hit rate 0.064% among 350,000;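 also: potency is read from the fitted curve at half-maximal effect; 100% = response of the positive control SU9516; nearly all actives have a fitted effect of over 60% in size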
#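 Alpha7betagal+/- myoblasts (passage 13) were plated 16-24 hr, then exposed to compounds (1:260 dilution of DMSO stock) for 48 hours at 37C. After MPER lysis, β-galactosidase reporter activity was read as FDG fluorescence (ex 480/em 540) after 30 minutes.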
# BRCA1 expr up = increases BRCA1 expression; Potency, µM (series often up to 46.1 µM), inactives show at the top dose activation, hits mostly activators; AID 624202; hit rate 1.1% among 380,000; MCF7-BRCA1-FFLuc reporter, luminescence, 48 h; response scale: scaled: vehicle 0%, 10 µM genistein 100%; also: potency is read from the fitted curve at half-maximal effect; nearly all actives have a fitted effect of over 80% in size; some results filed as inactive show a strong effect at the top dose
#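 MCF7 cells carrying a BRCA1-firefly luciferase reporter (2000 cells/well, phenol-red free MEM) were attached for 2 h at 37 °C, then given compounds for 48 h. Luminescence was read 15 min after luciferase reagent; activity normalized to genistein (10 microM) and DMSO.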
# MLL CXXC-DNA inh = inhibitors of human MLL CXXC domain-DNA interaction; hit rate 0.037% among 290,000; Potency, µM (highest dose often 115 µM), for the others: at the highest dose activity change, negative = inhibition, actives largely listed as inhibitors; MLL-CXXC / FITC-HOXA9 DNA fluorescence polarization; Q03164; active = well fitted inhibition curve with a large enough effect in the polarisation, with a control signal flat, not every such curve was filed as active; inconclusive = small, poorly fitted or top-dose-only effect, or effect the other way, or a change in a side signal; inactive = no such curve, though single readings can be large or run the other way; the % refers to the polarisation; also: potency is read from the fitted curve at half-maximal effect
#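 Purified MLL-CXXC (added from a 7 uM solution) was preincubated 5 min at ambient with pinned compounds in 50 mM Tris-HCl pH 7.5, 50 mM NaCl, 1 mM DTT, 0.05% BSA. Fluorescein-labeled HOX-A9 DNA (50 nM solution) followed, 30 min, then polarization read.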
# PTAP TSG101 blk = blocks PTAP/TSG101 interaction to inhibit HIV-1 budding | AID 493005 | Fluorescence polarization, FITC-PTAP peptide / Tsg101 binding | Q99816 | 340,000 tested, under 10 active | Potency, µM (titrated, usually from 115 µM), inactives show at the highest dose activity change, negative = inhibition, hits mostly inhibitors; active = well fitted inhibition curve with a large enough effect in the main read-out, with a control signal flat, not every such curve was filed as active; inconclusive = small, poorly fitted or top-dose-only effect, or effect the other way, or a change in a side signal; inactive = no such curve, though single readings can be large or run the other way; also: potency is read from the fitted curve at half-maximal effect; % of control where 0% means no effect
#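 Tsg101 binding domain (10 uM final) was mixed with compound and a FITC-labeled PTAP peptide (50 nM final) in HEPES pH 7.5 buffer with NaCl, Tween 20, EDTA and TCEP; fluorescence polarization was read after 20 min at r.t.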
# TCR activator = activates T cell receptor signaling | primary human leukocytes, anti-CD3, IL-2 HTRF, 48 h | Potency, µM (top dose mostly 9.22 µM), for inactives: at the top dose activation of IL-2 secretion, most hits filed as activators | 330,000 tested, under 10 active; also: % of control where 0% means no effect
#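 48 hr co-incubation of compounds, a-CD3 beads and primary human leukocytes; IL-2 quantified homogeneously by HTRF with anti-IL-2 K and d2 conjugates.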
# AT treatment = potential ataxia-telangiectasia treatment; Potency, µM (doses to about 57.5 µM), for inactives: at the top dose activation, most hits filed as activators; […] A-T fibroblasts, KAP-1 phosphorylation AlphaLISA; neocarzinostatin DNA damage 30 min before lysis; hit rate 0.19% among 320,000; also: potency is read from the fitted curve at half-maximal effect; % of control where 0% means no effect; nearly all actives have a fitted effect of over 45% in size
#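 ATM-like activity read as KAP-1 phosphorylation via AlphaLISA donor/acceptor antibody pairs after lysis and 6 hr at 25C. Cells were ATM-null patient fibroblasts ([…], hTERT), dosed 60 min, then exposed to the DSB inducer NCS for 30 min.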
# * marks the source's active call; other numbers are inactive results; ? = inconclusive; . = no result given; [ ] = another dose, or the depositor's remark. Unless noted, calls follow the shape of the dose curve; as a rule, active = well fitted curve in the direction sought with a large enough effect; inconclusive = small, poorly fitted or top-dose-only effect, or another doubt; inactive = no such curve, though single readings can be large; an effect the other way counts as inactive or inconclusive.
No.	structure	TRPV1 ag	ELG1 repair inh	p53 reactivation	B2AR arrestin	a7 integrin act
1	Cc1cccc(OCCCN2CCCCCC2)c1	0	6%	5%	-0.4%	-26%
2	COc1ccc2oc(=O)c(C(=O)NCc3cccnc3)cc2c1	-6	?	2%	-0.6%	5%
3	Cn1c(SCC(=O)N2CCCCC2)nc2c(c1=O)SCC2	-2	1%	4%	0.0%	-11%
4	CCCN(CCC)C(=O)C1CC(=O)OC12CCOC(C)(C)C2 (stereo unspecified)	-4	5%	-8%	-0.8%	7%
5	COc1ccc(C(CNC(=O)COc2cccc(C(F)(F)F)c2)N2CCCC2)cc1 (stereo unspecified)	29	5%	-7%	-1.6%	23%
6	Cc1nn(C(C)C(=O)NC2CCCCC2)c(=O)c2nn(-c3ccccc3)c(C)c12 (stereo unspecified)	1	9%	6%	0.0%	26%
7	Cc1cccc(N2CCN(C(=O)c3cc(S(=O)(=O)N4CCOCC4)cn3C)CC2C)c1 (stereo unspecified)	2	3%	0%	0.0%	8%
8	O=c1c2c3nc4ccccc4nc3n(-c3ccc4c(c3)OCCO4)c2ncn1C1CCCC1	0	27%	6%	0.4%	0%
9	COC(=O)CC1SC(=O)NC1=Nc1cccc(C)c1 (stereo unspecified)	0	-5%	0%	0.4%	12%
10	CCCCCCCCNC(=O)c1ccc(C)cc1	?	17%	11%	-0.8%	.
11	COC(=O)CSc1nc(C)cc(C)n1	1	10%	-1%	-0.3%	5%
12	Cc1ccc(S(=O)(=O)NCC(=O)N(CC(=O)NCC2CCCO2)Cc2ccc(Cl)cc2)cc1 (stereo unspecified)	4	-1%	-4%	3.3%	9%

No.	BRCA1 expr up	MLL CXXC-DNA inh	PTAP TSG101 blk	TCR activator	AT treatment
1	11%	4%	-6%	3%	-3%
2	7%	4%	-4%	-5%[46.1 µM]	-5%
3	-10%	9%	-2%	0%	-11%
4	-18%	2%	0%	1%[46.1 µM]	1%
5	6%	.	2%	-2%	-5%
6	12%	1%	1%	4%	0%
7	-14%	4%	-4%	3%	-3%
8	-19%	-16%	0%	0%	-19%
9	-13%	-6%	-1%	-1%	1%
10	.	3%	.	.	2%
11	14%	6%	-2%	6%	-1%
12	-1%	3%	3%	1%	-8%

# Filtered by structure: those above containing an aryl methoxy group.
No.	structure	TRPV1 ag	ELG1 repair inh	p53 reactivation	B2AR arrestin	a7 integrin act
2	COc1ccc2oc(=O)c(C(=O)NCc3cccnc3)cc2c1	-6	?	2%	-0.6%	5%
5	COc1ccc(C(CNC(=O)COc2cccc(C(F)(F)F)c2)N2CCCC2)cc1 (stereo unspecified)	29	5%	-7%	-1.6%	23%

No.	BRCA1 expr up	MLL CXXC-DNA inh	PTAP TSG101 blk	TCR activator	AT treatment
2	7%	4%	-4%	-5%[46.1 µM]	-5%
5	6%	.	2%	-2%	-5%

# (cont.)
No.	structure	TRPV1 ag	ELG1 repair inh	p53 reactivation	B2AR arrestin	a7 integrin act
13	O=C(NC(=O)c1c(Cl)cccc1Cl)Nc1ccc(Oc2cccnc2)nc1	.	?	-2%	-0.6%	-16%
14	CN(C)CCCNC(=O)c1ccc(=O)[nH]n1	2	0%	2%	-0.1%	41%
15	O=C(NC(=S)N1CCN(c2ccc(Cl)cc2[N+](=O)[O-])CC1)c1ccco1	20	-4%	-10%	-1.4%	-11%
16	COc1ccc(C(=O)Nc2ccc(NC(=O)c3cccs3)cc2)cc1Cl	3	?	2%	-0.9%	-24%
17	CCn1cc(C(=O)NCC2CCCO2)c(=O)c2cc(S(=O)(=O)N(C)C)ccc21 (stereo unspecified)	0	-16%	8%	-0.5%	10%
18	COC(=O)c1sc(-c2ccccc2)cc1NC(=O)c1cc(OC)cc(OC)c1	1	25%	-1%	-0.4%	-2%
19	Cc1ccc(C2=NOC(C)(c3nnc(-c4ccc(Cl)cc4)o3)C2)cc1 (stereo unspecified)	10	5%	-4%	4.0%	-26%
20	COc1ccc(-n2cnc(=S)[nH]c2=S)cc1	.	.	.	.	-14%
21	COC(=O)C1=C(NC(=O)c2ccc(Br)cc2)CCS1	4	-1%	1%	0.3%	7%
22	COC(=O)CNC(=O)CCCCC(=O)NCC(=O)OC	-2	-14%	1%	-0.3%	7%[7.66 µM]
23	COc1cccc(C2=CC(c3ccc(N(C)C)cc3)n3nnnc3N2)c1 (stereo unspecified)	0	17%	?	-0.3%	-24%
24	COC(=O)C(C)N1C(=O)S/C(=C\c2cc(C)n(-c3ccccn3)c2C)C1=O (stereo unspecified)	-2	?	19%	-0.1%	-24%

No.	BRCA1 expr up	MLL CXXC-DNA inh	PTAP TSG101 blk	TCR activator	AT treatment
13	-18%	4%	-3%	-2%	1%
14	7%	-2%	-3%	6%	9%
15	-9%	20%	0%	-3%[46.1 µM]	2%
16	30%	3%	-4%	-1%[46.1 µM]	3%
17	0%	-10%	-3%	5%[46.1 µM]	1%
18	-28%	2%	-4%	-1%[46.1 µM]	-3%
19	2%	-15%	-1%	10%	0%
20	4%	.	-4%	-4%	.
21	-43%	2%	-2%	-4%	-2%
22	9%	-12%	-9%	5%	-5%
23	2%	26%	-1%	-1%	3%
24	0%	-3%	-3%	3%	5%

# Carrying on:
No.	structure	TRPV1 ag	ELG1 repair inh	p53 reactivation	B2AR arrestin	a7 integrin act
25	NNC(=O)c1nc[nH]c1C(=O)Nc1ccccc1[N+](=O)[O-]	-8	0%	0%	-0.5%	12%
26	CCCCn1nc(C(=O)N(CC(C)C)c2c(N)n(CCCC)c(=O)[nH]c2=O)c2ccccc2c1=O	1	7%	3%	0.0%	-3%
27	CCC(C)NS(=O)(=O)c1ccc(OC)c(Cl)c1Cl (stereo unspecified)	6	-5%	-1%	5.4%	26%
28	Cc1ccccc1C1C(C#N)=C(N)N(N(C)C)C2=C1C(=O)CC(C)(C)C2 (stereo unspecified)	27	-20%	-5%	-0.8%	1%
29	Cc1cc([N+](=O)[O-])ccc1N	0	4%	-4%	-0.2%	1%
30	O=C(CCN1C(=O)c2ccncc2C1=O)Nc1ccc(F)cc1	0	-2%	0%	0.0%	13%
31	O=C(Nc1nccs1)C1CC(=O)N(CCc2ccc(F)cc2)C1 (stereo unspecified)	21	-4%	-5%	-0.9%	30%
32	CC(C)C[C@@]12C(=O)N(c3cccc(Br)c3)C(=O)N1[C@H](c1ccc(Cl)cc1)[C@@H]1C(=O)N(C3CCCCC3)C(=O)[C@@H]12	-1	4%	1%	0.0%	1%
33	OC(c1cccs1)c1nccc2ccccc12 (stereo unspecified)	1	14%	-3%	-0.2%	-19%
34	CCOC(=O)c1sc(NC(=O)CSc2nc(-c3ccco3)cc(C(F)(F)F)n2)c(C#N)c1C	-4	25%	9%	0.8%	1%
35	COc1cc(CN2CCc3ccc(NC(=O)CCc4ccccc4OC)cc3C2)ccc1O	16	4%	0%	0.8%	-3%
36	COCCN(C(=S)Nc1ccc(C)cc1)C(C)c1cccnc1 (stereo unspecified)	-6	0%	1%	-0.7%	5%
37	Cc1ccc(C)c(NC(=O)C2CC(O)CN2C(=O)Oc2ccccc2)c1 (stereo unspecified)	0	6%	-1%	-0.2%	-15%
38	Cc1c(NS(=O)(=O)c2cc(Br)cc3c2N(C(=O)C2CC2)CC3)c(=O)n(-c2ccccc2)n1C	1	15%	-2%	-0.3%	55%
39	CCCCC(=O)Nc1ccc(C)c(S(=O)(=O)N2CCCCCC2)c1	23	-10%	0%	0.1%	-26%

No.	BRCA1 expr up	MLL CXXC-DNA inh	PTAP TSG101 blk	TCR activator	AT treatment
25	-25%	11%	0%	-4%	3%
26	-1%	.	0%	0%	14%
27	0%	7%	-4%	0%	-1%
28	-8%	4%	-1%	0%	-16%
29	27%	.	4%	7%	-8%
30	-2%	-1%	1%	10%	-3%
31	0%	22%	-4%	-5%	-1%
32	0%	.	2%	1%	-1%
33	7%	-4%	-2%	-2%	7%
34	8%	5%	0%	3%	-6%
35	-1%	8%	2%	0%	-3%
36	0%	-3%	0%	-3%	2%
37	-5%	2%	1%	6%	0%
38	-2%	-4%	-1%	-3%	3%
39	-32%	.	-2%	-3%	3%

# Single records (already shown). Screens in order: TRPV1 ag, ELG1 repair inh, p53 reactivation, B2AR arrestin, a7 integrin act, BRCA1 expr up, MLL CXXC-DNA inh, PTAP TSG101 blk, TCR activator, AT treatment
# CCC(C)NS(=O)(=O)c1ccc(OC)c(Cl)c1Cl (stereo unspecified) as listed: 6, -5%, -1%, 5.4%, 26%, 0%, 7%, -4%, 0%, -1%
# CCCCn1nc(C(=O)N(CC(C)C)c2c(N)n(CCCC)c(=O)[nH]c2=O)c2ccccc2c1=O as listed: 1, 7%, 3%, 0.0%, -3%, -1%, ., 0%, 0%, 14%
